EBI2 antag – EBI2 (human) antagonism; P32249; EBI2 beta-arrestin recruitment, luminescence, 7a,25-OHC stimulated; inhibition, % at 5 µM; actives 0.81% (n = 360,000); AID 651636; in the data active = inhibition above about 38%;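 also: enzyme fragment complementation signal reports receptor beta-arrestin coupling in cells; 0% = agonist plus DMSO wells and 100% = wells without agonist; some results beyond the cut were filed as inactive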
Target sequence (P32249 whole entry, looked up, the tested form may be a part): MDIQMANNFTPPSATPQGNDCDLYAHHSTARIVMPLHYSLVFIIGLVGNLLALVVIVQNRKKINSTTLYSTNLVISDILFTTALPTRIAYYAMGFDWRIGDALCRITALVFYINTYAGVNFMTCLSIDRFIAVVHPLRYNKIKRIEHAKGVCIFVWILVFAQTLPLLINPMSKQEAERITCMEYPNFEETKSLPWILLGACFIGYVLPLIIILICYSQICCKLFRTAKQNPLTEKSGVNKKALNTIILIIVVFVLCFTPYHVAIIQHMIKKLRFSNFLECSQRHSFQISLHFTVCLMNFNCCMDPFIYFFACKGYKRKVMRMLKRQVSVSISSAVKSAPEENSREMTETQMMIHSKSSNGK
CHOP UPR activ – activators of apoptotic arm of unfolded protein response (CHOP). CHO-CHOP luciferase reporter, UPR activation, luminescence; percent of tunicamycin response over DMSO baseline. activation, % at 10 µM. AID 449763. actives 0.34% (n = 330,000);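 active = at 10 µM dose, activation of 40% or more, normalized to positive control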;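 also: 100% = tunicamycin at 10 µg/mL and 0% = DMSO alone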
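measured by = luciferase luminescence | assay system = CHO-CHOP cells, stable luciferase reporter of PERK-eIF2a-CHOP signalling | amount = 500 reporter cells seeded per well | timing = 6 h compound exposure at 37 °C after overnight seeding | controls = positive tunicamycin 10 µg/mL, negative DMSO alone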
APJ ag – APJ receptor agonism; CHO-K1 APJ PathHunter beta-arrestin, luminescence; 0% DMSO wells, 100% apelin; activation, % at 20 µM; actives 0.11% (n = 330,000); AID 2520;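 active = activation more than six SD over the plate average, tested at 20 µM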;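 also: 0% = DMSO alone and 100% = apelin-13 at 10 nM; some results filed as inactive read as strong as hits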
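system = engineered CHO-K1 APJ arrestin reporter cells | input = 1000 cells per well | timing = overnight seeding, 90 min compound at 25 °C, 1 h detection | measured by = enzyme-fragment complementation luminescence | read-out = beta-arrestin recruitment to APJ as agonist activity, luminescent signal | control set = negative DMSO alone, positive Apelin-13 at 10 nM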
tim23-1 inh – tim23-1 yeast growth inhibition; S. cerevisiae tim23-1 growth, BacTiter-Glo luminescence, 24 h; actives 1.3% (n = 330,000); inhibition, % at 20 µM;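 active = growth inhibition of the mutant yeast at or above 50%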;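 also: temperature-sensitive mutant grown at 25 °C; plate controls were DMSO-treated mutant yeast for no effect and medium wells lacking yeast for full effect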
CXCR6 block – CXCR6 (human) receptor inhibition. O00574. CHO-K1 PathHunter CXCR6 beta-arrestin, luminescence. inhibition, % at 20 µM. actives 0.36% (n = 360,000). AID 602244; in the data active = inhibition above about 34%, passing the limit was not always enough;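 also: antagonist mode with CXCL16 agonist at 10 nM final; 0% = 10 nM CXCL16 with DMSO and 100% = unstimulated wells without agonist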
Target sequence (O00574 whole entry, looked up): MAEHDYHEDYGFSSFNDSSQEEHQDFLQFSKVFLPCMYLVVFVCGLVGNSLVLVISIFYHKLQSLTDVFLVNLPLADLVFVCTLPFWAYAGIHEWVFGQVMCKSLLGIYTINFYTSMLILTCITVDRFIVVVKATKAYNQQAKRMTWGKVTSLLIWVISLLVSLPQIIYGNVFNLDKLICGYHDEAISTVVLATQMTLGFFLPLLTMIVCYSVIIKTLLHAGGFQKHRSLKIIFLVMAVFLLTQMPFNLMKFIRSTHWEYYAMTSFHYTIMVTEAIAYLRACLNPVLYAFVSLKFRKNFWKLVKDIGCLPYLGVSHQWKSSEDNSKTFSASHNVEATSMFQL
APJ antagonist – APJ receptor antagonism | P35414 | CHO-K1 APJ beta-arrestin complementation, luminescence | inhibition, % at 20 µM | actives 0.32% (n = 330,000);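 active = inhibition above about 40% at 20 µM, limit read from the data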;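 also: cells challenged with 10 nM apelin-13 agonist together with compound; plate controls were apelin-13 plus DMSO wells for no effect and DMSO wells lacking apelin-13 for full effect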
CCR6 antagonist – CCR6 (human) receptor antagonism; CHO-K1 CCR6 PathHunter beta-arrestin, luminescence, CCL20-stimulated; inhibition, % at 20 µM; actives 0.49% (n = 340,000); AID 493098;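 active = compounds whose inhibition of the agonist-driven luminescence signal at 20 µM reaches about 50%, limit read from the data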;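 also: cells stimulated with CCL20 at 14 nM final; plate controls were DMSO with CCL20 for no effect and DMSO without agonist for full effect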
Target sequence (P51684 whole entry, looked up): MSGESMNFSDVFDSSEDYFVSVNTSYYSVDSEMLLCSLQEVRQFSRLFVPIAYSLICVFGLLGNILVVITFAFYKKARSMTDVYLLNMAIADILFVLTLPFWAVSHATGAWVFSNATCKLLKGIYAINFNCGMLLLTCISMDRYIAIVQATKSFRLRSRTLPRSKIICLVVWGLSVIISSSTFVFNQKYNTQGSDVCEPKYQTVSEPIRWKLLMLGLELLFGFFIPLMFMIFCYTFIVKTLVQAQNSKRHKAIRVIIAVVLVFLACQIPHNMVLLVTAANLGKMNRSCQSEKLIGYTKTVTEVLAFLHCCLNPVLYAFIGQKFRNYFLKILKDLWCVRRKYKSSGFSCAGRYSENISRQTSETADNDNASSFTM
UPR XBP1 act – activators of adaptive arm of unfolded protein response (XBP1); actives 0.33% (n = 330,000); CHO-XBP1 luciferase reporter, IRE1-XBP1 UPR activation, luminescence; percent of tunicamycin response, DMSO as zero; AID 463104; activation, % at 20 µM;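 active = versus positive control, 20 µM dose yields 30% or more activation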;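 also: 100% = tunicamycin at 10 µg/mL and 0% = DMSO only wells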
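Test system: CHO-XBP1 luciferase reporter cells | Buffer or medium: Serum-containing F12 medium, 10% FBS | Schedule: 6 h compound exposure at 37 °C, 5% CO2 | Detection: Steady-Glo luciferase glow luminescence, 10 min after reagent addition | Read-out basis: Activation, % of tunicamycin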
Mdm2 MdmX PPI – human Mdm2/MdmX binding inhibition; AID 485346; O15151+Q00987; actives 3% (n = 330,000); inhibition, % at 8 µM; SaOS-2 split-luciferase Mdm2/MdmX complementation, luminescence;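 active = inhibition of at least 50% at 8 µM in the primary screen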
* = called active by the depositor; · = not tested or not shown.

structure | EBI2 antag | CHOP UPR activ | APJ ag | tim23-1 inh | CXCR6 block | APJ antagonist | CCR6 antagonist | UPR XBP1 act | Mdm2 MdmX PPI
COc1ccc(N=C2SC(C(=O)N3CCN(c4ccc([N+](=O)[O-])cc4)CC3)CC(=O)N2C)cc1 (stereo unspecified) | 11.5 | 0.3 | -3.6 | 2.2 | 2.7 | 3.0 | 19.0 | -1.4 | 25.7
CCn1cc(C(=O)NCCCN2CC(C)CC(C)C2)c(=O)c2cc(S(=O)(=O)N(C)C)ccc21 (stereo unspecified) | -4.6 | -2.7 | -1.2 | 1.2 | 8.3 | -2.7 | -0.9 | -0.7 | 11.2
Cn1c(=O)c2c(ncn2CCOc2ccc(F)cc2)n(C)c1=O | -18.5 | -0.7 | 2.3 | 7.8 | 0.6 | -15.1 | 7.8 | -6.7 | 4.8
CC(C)Nc1nnc(SCC(=O)N2CCN(C(=O)c3ccco3)CC2)s1 | 6.0 | -1.4 | -2.7 | 5.1 | -2.6 | 1.8 | -6.0 | -4.4 | 1.2
COCCCNC(=O)CCS(=O)(=O)Cc1ccc(C)cc1 | -11.6 | -0.4 | 2.4 | -10.7 | -8.4 | 2.3 | -8.3 | -1.0 | 12.2
O=C(CC1C(=O)NCCN1Cc1ccc(-c2ccccc2)cc1)NCCCn1ccnc1 (stereo unspecified) | -2.1 | 0.5 | 0.5 | 9.4 | 10.3 | -11.3 | 4.5 | -0.8 | -7.1
CS/C(Nc1cc(Cl)ccc1Cl)=C(/C#N)C(=O)c1ccco1 | 14.9 | -0.3 | 0.9 | 58.6* | -0.8 | -15.1 | 10.8 | 8.4 | -73.2
CC(C)CC1(C)NC(=O)N(CCN2C(=O)c3ccccc3C2=O)C1=O (stereo unspecified) | -7.1 | -0.4 | -5.7 | 7.9 | 1.4 | -11.3 | -11.0 | -1.7 | -8.6
COc1ccc(-c2c[n+]3c4n2CCCCC4=C(c2ccccc2)C3)cc1 | 6.3 | 0.3 | -3.4 | 37.5 | 4.2 | 27.7 | 12.1 | 0.3 | 67.2*
CCCc1nc2c(=O)[nH]c3ccccc3c2o1 | 4.7 | 0.5 | -9.7 | 0.7 | 16.3 | 11.7 | 23.2 | -1.8 | 7.1
CCOC(=O)c1cccc(NC(=O)CSc2nncn2-c2ccccn2)c1 | -16.7 | -0.4 | 1.7 | 7.7 | -25.1 | 1.4 | 9.1 | -0.3 | -13.8
CCc1c(O)nc2ccccn2c1=O | -8.2 | 0.1 | -0.9 | 5.8 | 0.5 | -2.3 | 5.8 | -3.5 | 7.5
CC(C)/C=N/Nc1nc(-c2ccc(Br)cc2)cs1 | 6.5 | 5.5 | -2.7 | 17.5 | -6.1 | -7.1 | 15.6 | -2.3 | -85.5
CCn1c(=O)c([N+](=O)[O-])c(NCCc2ccccc2)c2ccccc21 | 30.2 | -1.2 | -3.4 | 1.8 | 6.9 | -4.6 | 4.0 | -0.9 | 2.8
CC1(c2ccccc2Br)NC(=O)N(CC(=O)NC2CCCCC2)C1=O (stereo unspecified) | -4.0 | -0.5 | -2.5 | -1.8 | 4.4 | -4.2 | 7.0 | -3.4 | -14.1
COc1cc(NC(=O)c2cc(S(=O)(=O)N3CCCCC3)c[nH]2)cc(OC)c1 | -3.7 | 2.0 | -1.1 | -10.2 | -1.1 | -54.8 | -4.8 | -2.8 | -6.9
CCOc1ccc(/C=N/N(C)c2ccccc2)cc1OC | 4.2 | 2.1 | -3.4 | 6.5 | 3.3 | -7.0 | -10.6 | 3.5 | -132.4
COC(=O)c1sccc1N(C)S(C)(=O)=O | -2.8 | 0.8 | -1.6 | 8.0 | 1.4 | -28.6 | 9.9 | -3.4 | 8.5
COC(=O)Cn1c(-c2ccc(OC)cc2)c(-c2ccc(OC)cc2)nnc1=O | 3.1 | -1.7 | -0.9 | 33.5 | 5.3 | 4.4 | 24.8 | -1.0 | -10.5
CCN(CCCNC(=O)CCCCn1c(=O)[nH]c2ccccc2c1=O)c1ccccc1 | 4.8 | 2.4 | 2.0 | 1.3 | 7.2 | 0.1 | -3.7 | 1.8 | 25.1

Sorted by the number under Mdm2 MdmX PPI (high to low): some entries from above
structure | Mdm2 MdmX PPI
CCOC(=O)c1cccc(NC(=O)CSc2nncn2-c2ccccn2)c1 | -13.8
CC1(c2ccccc2Br)NC(=O)N(CC(=O)NC2CCCCC2)C1=O (stereo unspecified) | -14.1
CCOc1ccc(/C=N/N(C)c2ccccc2)cc1OC | -132.4

Returning to the listing with the 2 entries that preceded the break.
structure | EBI2 antag | CHOP UPR activ | APJ ag | tim23-1 inh | CXCR6 block | APJ antagonist | CCR6 antagonist | UPR XBP1 act | Mdm2 MdmX PPI
COC(=O)Cn1c(-c2ccc(OC)cc2)c(-c2ccc(OC)cc2)nnc1=O | 3.1 | -1.7 | -0.9 | 33.5 | 5.3 | 4.4 | 24.8 | -1.0 | -10.5
CCN(CCCNC(=O)CCCCn1c(=O)[nH]c2ccccc2c1=O)c1ccccc1 | 4.8 | 2.4 | 2.0 | 1.3 | 7.2 | 0.1 | -3.7 | 1.8 | 25.1
COc1ccccc1-c1cn[nH]c1-c1ccc(O)cc1O | 5.2 | 2.2 | -1.7 | -5.7 | -7.6 | 3.4 | 3.4 | -1.3 | 1.2
CCOC(=O)N1CCC(NC(=O)C(CC(C)C)NC(=O)C2CCCCC2)CC1 (stereo unspecified) | 3.6 | -0.1 | 1.4 | 10.6 | 7.1 | 3.5 | 4.9 | 0.0 | 6.2
O=C1ON=C(c2ccccc2)/C1=C/c1ccc(O)c(O)c1 | -3.3 | 5.5 | -7.6 | 25.8 | 27.7 | 41.7* | 45.5 | 8.8 | 11.2
O=C1N(c2ccccc2)C2CS(=O)(=O)CC2N1c1ccc(Cl)c(Cl)c1 (stereo unspecified) | -10.4 | -1.4 | 1.3 | 3.5 | -1.7 | 8.2 | -10.8 | -0.3 | 6.9
COc1ccccc1NC(=O)C(C)OC(=O)CC1CCCCC1 (stereo unspecified) | -9.0 | 1.2 | 0.0 | 11.4 | 4.1 | 11.5 | -3.4 | -2.8 | 8.3
CCCCCCCC(=O)NNC(=O)Cc1ccccc1 | 1.8 | -0.1 | 2.6 | 10.5 | -2.3 | 5.8 | -4.0 | -0.6 | 4.5
Cc1noc(C)c1COc1cccc(C(=O)OCCOc2ccc(F)cc2)c1 | 4.5 | -0.6 | -5.3 | 19.9 | -1.3 | -8.8 | 25.6 | 2.6 | 8.7
O=C(Nc1ccc(C(=O)NC2CCCCC2)cc1)c1cncc(Br)c1 | -6.9 | -2.2 | -2.7 | 0.0 | -3.4 | -11.0 | 8.6 | -3.7 | 11.1
O=c1c2c3c(sc2nc2n1CCCS2)CCCC3 | 1.0 | 2.8 | -8.1 | 17.8 | 0.8 | 1.5 | 5.1 | 2.2 | -31.8
CC1(C(=O)O)CCC(C(=O)Nc2ccc3ccccc3c2)C1(C)C (stereo unspecified) | -8.0 | -3.2 | -0.7 | -1.7 | 0.0 | -22.4 | -12.5 | -0.2 | -6.2
COc1cccc(C(=O)N2CCN(C3CCC(c4ccccc4)CC3)CC2)c1OC (stereo unspecified) | -4.3 | 2.7 | -1.2 | -27.7 | 21.7 | 11.0 | 3.6 | -1.7 | 7.3
COc1ccc2nc(Nc3nc4cc5c(cc4s3)OCCO5)sc2c1 | 1.1 | 3.1 | 0.1 | 34.2 | -0.7 | 1.6 | 0.2 | 0.6 | -140.2
COc1cccc(N2CCN(C3OC(=O)c4ccccc43)CC2)c1 (stereo unspecified) | 1.9 | -1.2 | -3.8 | 7.8 | 1.1 | 10.9 | -9.0 | -1.1 | 16.0
C=CCc1cc(/C=C2/NC(=O)NC2=O)cc(OCC)c1O | -6.0 | 0.4 | 1.9 | 11.2 | -9.2 | -31.8 | 0.1 | -1.6 | 31.8
COCCn1c(=NC(=O)c2ccc(S(=O)(=O)N3CCc4ccccc4C3)cc2)sc2cc(S(N)(=O)=O)ccc21 | 9.2 | 2.2 | -1.9 | 13.2 | -9.6 | 0.3 | 19.8 | -1.1 | 7.3
COc1ccc2nc(C)[nH]c(=O)c2c1 | -1.0 | 2.1 | -3.8 | -12.0 | -3.5 | 28.3 | -7.0 | 3.8 | 3.5
CC(=O)c1ccc(N2CCN(C(=S)Nc3cccc(F)c3)CC2)cc1 | -0.5 | -1.5 | 5.0 | -2.0 | -6.7 | 3.7 | -28.2 | -1.8 | -0.3
COc1ccc2cnn(-c3ccc(C)cc3)c(=O)c2c1OC | -5.0 | -0.6 | 4.4 | 23.5 | -2.4 | 0.3 | 3.5 | 1.5 | -4.5
Cc1ccc(C(C)C)c(O)c1 | 1.1 | 1.3 | -2.5 | -6.1 | -5.8 | 7.2 | 5.8 | -0.8 | 3.0
COc1ccc(-c2nc(CNS(=O)(=O)c3cc(OC)ccc3OC)cs2)cc1 | -3.4 | 0.3 | 2.6 | 29.0 | 0.7 | 17.5 | 7.0 | -1.5 | 9.7
CC[C@]12c3[nH]c4cc(-c5ccco5)ccc4c3CCN1C(=O)[C@@H](CC(=O)NCc1ccco1)C[C@@H]2C(=O)N1CCN(C(=O)c2ccco2)CC1 | -9.4 | 4.3 | · | 19.1 | 13.9 | · | 8.7 | 3.3 | 25.6
COCCCn1c(SCC(=O)NC2CCCCC2)nnc1-c1ccco1 | 3.5 | 2.8 | 1.3 | 3.4 | -1.9 | 23.6 | 2.6 | 0.9 | -13.9
CC(C)(C)NC(=O)C(Cc1ccccc1)NS(=O)(=O)c1cccc2nsnc12 (stereo unspecified) | -5.1 | -0.7 | 0.1 | 20.6 | 3.2 | 11.3 | -7.5 | -1.4 | 26.2
CCN(CC)S(=O)(=O)c1ccc(C(=O)NCC(c2cccs2)N2CCOCC2)cc1 (stereo unspecified) | 2.4 | -1.5 | -2.1 | 1.9 | 2.1 | 6.7 | 1.0 | 1.8 | 18.8
Cc1cccc[n+]1CCCCCCCCCC[n+]1ccccc1C | -7.6 | -0.8 | -4.0 | 49.8 | -4.1 | 12.8 | -1.7 | -1.8 | 1.2
O=C(/C=C/c1ccccc1)NCCS(=O)(=O)N1CCN(c2ccccc2)CC1 | 14.3 | -0.1 | -4.7 | -2.1 | 3.0 | 9.2 | 5.5 | -2.4 | 14.4
O=C(COC(=O)c1c(F)cccc1F)Nc1ccccc1OC(F)F | -1.0 | -1.3 | -1.9 | 7.0 | 5.0 | -8.0 | 9.1 | 1.1 | 18.5
COCCCn1c(=O)c2sccc2n(Cc2cccc(C)c2)c1=O | -9.7 | 0.2 | 2.7 | 34.5 | -12.9 | 12.6 | 13.7 | -0.1 | -27.5
N/C(=N\OC(=O)COc1cc(Cl)c(Cl)cc1Cl)c1ccncc1 | · | 4.3 | -3.3 | 6.4 | · | -2.1 | -1.5 | -0.1 | -33.1

Not all compounds are listed; rates above refer to the full screens.
